Assay outcomes from PubChem.
KCNK9 inh: KCNK9 potassium channel inhibitors, primary screen, HEK293 cells, thallium flux; 1.2% of 310,000 active; B-score at 10 µM; FluxOR thallium flux fluorescence; active compounds read low;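 active means ratio B-score over 3 SD below the library mean, with starting fluorescence within 5 SD of its mean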;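 further: negative B-score means less thallium flux so channel inhibition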
hERG rescue: hERG rescue from dofetilide block, primary screen, cell-based, CHO-hERG, FluxOR thallium flux, dofetilide IC70; Voltage-gated inwardly rectifying potassium channel KCNH2 (Homo sapiens), Q12809; dofetilide IC70 present; activation (rescue from dofetilide block), less the hit threshold, % at 10 µM; 0.51% of 310,000 active;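 active means activation above the mean of controls blocked by dofetilide plus 5 SD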;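 further: thallium influx through hERG after potassium depolarization seen as dye fluorescence rise; in these data hits start at about 4.7%; inactives centre near -7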
Target sequence (Q12809 whole entry, looked up): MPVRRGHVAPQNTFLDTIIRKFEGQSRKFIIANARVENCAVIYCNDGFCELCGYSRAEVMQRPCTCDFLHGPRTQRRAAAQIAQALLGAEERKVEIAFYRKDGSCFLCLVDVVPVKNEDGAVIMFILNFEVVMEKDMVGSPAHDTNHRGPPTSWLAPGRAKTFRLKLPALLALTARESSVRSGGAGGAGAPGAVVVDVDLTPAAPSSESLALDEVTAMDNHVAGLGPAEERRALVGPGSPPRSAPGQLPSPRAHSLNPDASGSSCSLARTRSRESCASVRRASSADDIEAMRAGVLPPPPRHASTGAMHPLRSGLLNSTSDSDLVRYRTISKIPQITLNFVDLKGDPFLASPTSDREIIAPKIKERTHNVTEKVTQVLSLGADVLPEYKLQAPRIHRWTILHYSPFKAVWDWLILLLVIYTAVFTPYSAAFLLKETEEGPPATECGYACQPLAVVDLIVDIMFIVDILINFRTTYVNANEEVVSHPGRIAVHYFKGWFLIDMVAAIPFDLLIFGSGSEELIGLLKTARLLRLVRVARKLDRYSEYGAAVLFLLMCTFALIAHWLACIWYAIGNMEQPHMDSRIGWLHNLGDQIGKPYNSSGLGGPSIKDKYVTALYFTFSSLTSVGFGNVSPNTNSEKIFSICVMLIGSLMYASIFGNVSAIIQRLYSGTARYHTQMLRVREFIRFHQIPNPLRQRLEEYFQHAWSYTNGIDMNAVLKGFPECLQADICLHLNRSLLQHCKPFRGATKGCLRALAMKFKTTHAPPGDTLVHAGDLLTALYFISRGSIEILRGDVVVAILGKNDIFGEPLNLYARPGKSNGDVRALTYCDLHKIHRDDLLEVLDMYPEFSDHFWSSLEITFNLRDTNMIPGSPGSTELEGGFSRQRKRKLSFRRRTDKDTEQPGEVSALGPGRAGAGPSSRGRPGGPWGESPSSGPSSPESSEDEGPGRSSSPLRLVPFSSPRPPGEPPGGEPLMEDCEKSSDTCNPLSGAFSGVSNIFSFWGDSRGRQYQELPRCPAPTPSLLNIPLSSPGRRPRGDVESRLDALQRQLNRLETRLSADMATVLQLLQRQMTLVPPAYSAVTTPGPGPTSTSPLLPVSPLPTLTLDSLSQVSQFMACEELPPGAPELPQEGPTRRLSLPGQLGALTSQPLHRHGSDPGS
ANO1 activ: TMEM16A chloride channel activators or potentiators, primary screen, cell-based, HTS; Anoctamin-1 (Mus musculus), Q8BHY3; HEK293 TMEM16A/YFP-H148Q/I152L, iodide quench fluorescence; active compounds read low; B-score at 10 µM; 0.3% of 340,000 active; AID 623877, 2012;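 active means fluorescence-ratio B-score plate-corrected deviation score at least 3 library SD below zero, with starting fluorescence score within 5 deviations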;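 further: channel opened by trigger with iodide after compound preincubation; score built on the fluorescence ratio of max minus min over baseline; more negative score means more quench and so TMEM16A activation or potentiation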
RGS4 block: RGS4 inhibitors, primary screen, cell-based, HEK293 M3R inducible RGS4, calcium flux. Regulator of G-protein signaling 4 (Homo sapiens), P49798. Fluo-4 calcium flux; active compounds read high; triggered by carbachol at its EC20. B-score at 10 µM. 0.45% of 310,000 active;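 active means B-score, a plate-corrected calcium signal, over three deviations above library mean, with baseline fluorescence within five deviations of library mean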;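 further: RGS4 expression induced by doxycycline in cells with stable M3 receptor; B-score is computed from the integrated fluorescence ratio over baseline after carbachol; higher B-score means a larger calcium signal and so more RGS4 inhibition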
TMEM16A inh: TMEM16A chloride channel inhibitors, primary screen, cell-based, HTS | normalized B-score (activity score, 25-100; higher = stronger inhibition) at 10 µM | 1.2% of 310,000 active | AID 588511, 2011 | Anoctamin-1 (Mus musculus), Q8BHY3 | HEK293 TMEM16A/YFP iodide influx fluorescence, ionomycin;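 active means ratio plate-corrected score three or more library SD toward inhibition, starting fluorescence score within five deviations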;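 further: score derived from kinetic fluorescence span divided by baseline fluorescence per well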
KCNQ1 act: potentiators or activators of KCNQ1 channel, primary screen, cell-based, thallium flux, high-throughput. Potassium voltage-gated channel subfamily KQT member 1 (Homo sapiens), P51787. CHO-K1 KCNQ1, thallium flux FluxOR fluorescence; active compounds read high. B-score at 10 µM. 0.35% of 310,000 active. AID 2648, 2010;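 active means fluorescence ratio B-score, a plate-corrected score, at least three library SD, with initial intensity B-score within 5 SD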
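assay system = KCNQ1-transfected CHO-K1 cells | medium = assay buffer with matched DMSO | probe or stimulus = depolarizing K+/Tl+ stimulus, K2SO4 and Tl2SO4 each 12.5 mM in 5x stock | dosing = single dose | incubation = dye 90 min, compound 20 min, room temperature | detection = kinetic FluxOR fluorescence, 10 s baseline plus 110 s post-stimulus | evaluation = ratio B score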
RGS4 pot: RGS4 potentiators or activators, primary screen, cell-based, HEK293 M3R inducible RGS4, calcium flux; B-score at 10 µM; carbachol calcium flux Fluo4; active compounds read low; 0.92% of 310,000 active; AID 463111, 2010;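 active means B-score of the integrated calcium signal more than 4 SD below the library mean, with starting fluorescence not abnormally high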;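 further: negative B-score means reduced calcium response which marks RGS4 activation or potentiation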
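System – HEK293 FlpIn-TREx cells, stable M3R, doxycycline-inducible RGS4 · Reagent – ECmax carbachol challenge · Times – compound preincubation 20 min at room temperature before agonist · Technique – Fluo4 fluorescence kinetic imaging of calcium · Measure – B score of integrated Fluo4 ratio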
MrgX1 allo act: positive allosteric modulators of MrgX1, primary screen, HEK293 cells, Fluo-4 calcium flux. Mas-related G-protein coupled receptor member X1 (Homo sapiens), Q96LB2. FDSS; active compounds read high. B-score at 10 µM. AID 588675, 2011. 0.63% of 310,000 active;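 active means plate-corrected calcium response at least 3 library SD above typical, normal starting fluorescence, not activating the receptor alone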;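 further: compound read alongside a low EC10 to EC30 dose of BAM8-22 agonist; peak minus trough fluorescence over baseline measured at the second addition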
KCNK3 block: human KCNK3 channel inhibitors, primary screen, CHO cells, FluxOR thallium flux, B-score. B-score at 10 µM. 0.84% of 340,000 active. FluxOR fluorescence; active compounds read low. AID 602410, 2012. Potassium channel subfamily K member 3 (Homo sapiens), O14649;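 active means B-score under library mean minus 4 SD, starting fluorescence ratio at most library mean plus 5 SD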;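 further: more negative B-score means stronger inhibition of thallium flux through KCNK3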
MrgX1 ag: agonists of human MrgX1 receptor, primary screen, HEK293 cells, Fluo-4 calcium flux | Mas-related G-protein coupled receptor member X1 (Homo sapiens), Q96LB2 | Fluo-4 calcium fluorescence, agonist mode; active compounds read high | B-score at 10 µM | 0.44% of 310,000 active;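 active means calcium response B-score plate-corrected fluorescence ratio at least 3 library SD, with starting fluorescence B-score inside 5 SD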
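Assay system: stable human MrgX1 HEK293 cell line. Quantity: 15,000 cells per well. Schedule: cells plated overnight, dye loaded 0.5 h 37 °C, 0.5 h room temperature. Detection: Fluo-4 NW calcium-flux fluorescence, kinetic read. Read-out basis: peak-minus-minimum fluorescence over baseline, converted to B scores. Control set: positive and negative control wells on each plate.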
KCNQ1 inh: inhibitors of human KCNQ1 channel, primary screen, cell-based, thallium flux, high-throughput. B-score at 10 µM. 1.3% of 310,000 active. CHO-K1 KCNQ1, FluxOR thallium flux fluorescence; active compounds read high;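 active means compounds whose thallium flux B-score, printed positive for inhibition, exceeds three library SD while starting fluorescence stays within three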;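 further: channel opened by potassium depolarization with thallium stimulus after 20 min compound exposure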
Numbers without * were called inactive; i = inactive; / = not tested or not shown.

# | Compound | KCNK9 inh | hERG rescue | ANO1 activ | RGS4 block | TMEM16A inh | KCNQ1 act | RGS4 pot | MrgX1 allo act | KCNK3 block | MrgX1 ag | KCNQ1 inh
1 | O=C(COc1ccc([N+](=O)[O-])cc1)N(Cc1cccs1)C1CCS(=O)(=O)C1 (configuration not stated) | i | -8 | i | i | i | i | i | i | i | i | i
2 | COc1ccc(S(=O)(=O)N2CCCC(C(=O)N3CCN(C)CC3)C2)cc1Cl (configuration not stated) | i | -5 | i | i | i | i | i | i | i | i | i
3 | O=S(=O)(Nc1cc(Sc2cccc3cccnc23)c(O)c2ccccc12)c1ccc(F)cc1 | i | -5 | / | i | i | i | i | i | / | i | i
4 | COC(=O)C1=CN(Cc2ccccc2)C=C(C(=O)OC)C1c1cc(F)ccc1F | i | -4 | i | i | i | i | i | i | i | i | i
5 | CC1=C(C(=O)OC(C)C)C(c2c[nH]c3ccccc23)n2ncnc2N1 (configuration not stated) | i | -5 | i | i | i | i | i | i | i | i | i
6 | COc1cc(OC)cc(C(=O)NC(=S)Nc2cccnc2)c1 | i | -10 | i | i | i | i | i | i | i | i | i
7 | O=C(NCCCCc1ccccc1)C12CN(Cc3ccccc3)CC1C(c1cccc([N+](=O)[O-])c1)=NO2 (configuration not stated) | i | -7 | i | i | i | i | i | i | i | i | i
8 | CC(=O)N1CCN(C2=NC(=O)C(=C3CCCCC3)S2)CC1 | i | -5 | i | i | i | i | i | i | i | i | i
9 | CC(=O)Nc1c(O)n(C)c2ccccc12 | i | -8 | i | i | i | i | i | i | i | i | i
10 | Cc1cc(=O)n(CC(=O)Nc2cc(Cl)ccc2C)c(C(C)C)n1 | i | -7 | i | i | i | i | i | i | i | i | i
11 | O=C(O)c1ccccc1-c1c2cc(I)c(=O)c(I)c-2oc2c(I)c(O)c(I)cc12 | / | / | i | / | i | / | / | i | i | i | /
12 | CCCCN(C1CCS(=O)(=O)C1)S(=O)(=O)c1cc(C)ccc1C (configuration not stated) | i | -10 | i | i | i | i | i | i | i | i | i
13 | CC(C)c1nnc(NC(=O)C2CCN(c3nc4ccccc4s3)CC2)s1 | i | -6 | i | i | i | i | i | i | i | i | i
14 | O=C(CSc1nc2ccccc2nc1N1CCOCC1)N1CCN(c2ccccc2)CC1 | i | -17 | i | i | i | i | i | i | i | i | i
15 | Cc1ccccc1CN1CCNC(=O)C1CC(=O)N(C)CCC1CCOCC1 (configuration not stated) | i | -5 | i | i | i | i | i | i | i | i | i
16 | CC(C)(CNC(=O)c1cc2c(s1)CCCC2)N1CCOCC1 | i | -14 | i | i | i | i | i | i | i | i | i
17 | CNC(=O)/C=C1\NC(C)(C)Cc2ccccc21 | i | -8 | i | i | i | i | i | i | i | i | i
18 | O=C(CSc1nnc(-c2ccccn2)n1Cc1ccco1)Nc1ccc2c(c1)OCO2 | i | -17 | i | i | i | i | i | i | i | i | i
19 | CCc1ccccc1NC(=O)CCS(=O)(=O)c1ccc(OC)cc1 | i | -4 | i | i | i | i | i | i | i | i | i
20 | CCCCN(c1ccccc1)S(=O)(=O)N(C)C | i | -9 | i | i | i | i | i | i | i | i | i
21 | CC(C)C(NC(=O)c1c(F)cccc1F)C(=O)NCC(c1ccccc1)N(C)C (configuration not stated) | i | -6 | i | i | i | i | i | i | i | i | i
22 | O=C1CCCC(O)=C1C1C2=C(CCCC2=O)Oc2ccccc21 (configuration not stated) | i | -10 | i | i | i | i | i | i | i | i | i
23 | O=C(O)c1cccc(NS(=O)(=O)c2ccc(S(=O)(=O)N3CCOCC3)cc2)c1 | i | -4 | i | i | / | i | i | / | i | / | i
24 | O=C(NNC(=O)c1nn(-c2ccc(F)cc2)ccc1=O)c1ccc(Cl)cc1 | i | -11 | i | i | i | i | i | i | i | i | i
25 | CCOC(=O)[C@H](CCc1ccccc1)N[C@@H](C)C(=O)N1CCC[C@H]1C(=O)O | i | -7 | i | i | i | i | i | i | i | i | i
26 | CC1(C(=O)Oc2ccccc2)Cc2ccccc2C(=O)O1 (configuration not stated) | i | -6 | i | i | i | i | i | i | i | i | i
27 | Cc1onc(-c2c(Cl)cccc2Cl)c1C(=O)Nc1ccc2c(c1)OCO2 | i | -5 | i | i | i | i | i | i | i | i | i
28 | O=C(Nc1nnc(-c2ccc3c(c2)OCCO3)o1)c1ccc(Cc2ccccc2)cc1 | i | -7 | i | i | i | i | i | i | i | i | i
29 | c1ccc(NCc2nnc3n2CCCCC3)cc1 | i | 0 | i | i | i | i | i | i | i | i | i
30 | O=C(C1CCN(S(=O)(=O)c2cccc3nsnc23)CC1)N1CCN(c2ccccc2F)CC1 | i | -10 | i | i | i | i | i | i | i | i | i
31 | COc1ccccc1NC(=S)N1CCc2cc(OC)c(OC)cc2C1 | i | -1 | i | i | i | i | i | i | i | i | i
32 | CCN(CC)S(=O)(=O)c1ccc(NC(=O)c2ccccn2)cc1 | i | -9 | i | i | i | i | i | i | i | i | i
33 | CC(C)(C)NC(=O)C1Cc2ccccc2CN1S(=O)(=O)c1ccc(F)cc1 (configuration not stated) | i | -8 | i | i | i | i | i | i | i | i | i
34 | CCOc1ccc(N(CC(=O)NC2CCCC2)C(=O)CCCC(=O)Nc2ccccn2)cc1 | i | -4 | i | i | i | i | i | i | i | i | i
35 | O=C(Nc1ccc2c(c1)nc1n2CCOC1)C1CCCCC1 | i | -11 | i | i | i | i | i | i | i | i | i
36 | CCOC(=O)N1CCN(C(=O)CCC(=O)c2ccc(OCC)cc2)CC1 | i | 1 | i | i | i | i | i | i | i | i | i
37 | CC(C)CNc1nc(N)c([N+](=O)[O-])c(NCC2CCCO2)n1 (configuration not stated) | i | -3 | i | i | i | i | i | i | i | i | i
38 | CCN(CC)C(=O)COc1ccc(C=O)cc1OC | i | -10 | i | i | i | i | i | i | i | i | i
39 | CC1CN(C(=O)c2cnn3c(C(F)F)cc(-c4ccccc4)nc23)CC(C)O1 (configuration not stated) | i | -6 | i | i | i | i | i | i | i | i | i
40 | CC1(NC(=O)COc2ccccc2-c2ccccc2)CCS(=O)(=O)C1 (configuration not stated) | i | -12 | i | i | i | i | i | i | i | i | i
41 | CC1CCc2c(sc(NC(=O)Cn3nc(C(=O)O)c4ccccc4c3=O)c2C#N)C1 (configuration not stated) | i | -8 | i | i | i | i | i | i | i | i | i
42 | CC(C)(CO)NC(=O)CC1C(=O)NCCN1Cc1ccc(-c2ccccc2)cc1 (configuration not stated) | i | -5 | i | i | i | i | i | i | i | i | i
43 | C=CCOC(=O)C1CC=CCC1C(=O)Oc1ccc(F)cc1F (configuration not stated) | i | -4 | i | i | i | i | i | i | i | i | i
44 | Cc1cc(/C=N/NC(N)=O)c(C)n1C1CCCCC1 | i | -8 | i | i | i | i | i | i | i | i | i
45 | CCC1CCCCN1S(=O)(=O)c1ccc2c(c1)CCN2C(C)=O (configuration not stated) | i | -5 | i | i | i | i | i | i | i | i | i
46 | CC(=O)c1cccc(NC(=O)CSc2ncc(C(=O)Nc3ccccc3)c(=O)n2C)c1 | i | -6 | i | i | i | i | i | i | i | i | i
47 | COc1ccc(/C=C/C(=O)NCCn2c(C)cc3ccccc32)cc1OC | i | -23 | i | i | i | i | i | i | i | i | i
48 | CN1CCN(S(=O)(=O)c2cnccc2N2CCN(c3cccc(Cl)c3)CC2)CC1 | i | -6 | i | i | i | i | i | i | i | i | i
49 | CCOC(=O)C1CCN(C(=O)CCS(=O)(=O)c2ccc3c(c2)n(C)c(=O)c(=O)n3C)CC1 | i | -2 | i | i | i | i | i | i | i | i | i
50 | Cc1ccc2nc(NC(=O)COC(=O)c3ccco3)sc2c1 | i | -6 | i | i | i | i | i | i | i | i | i
51 | CC(=O)N1c2ccc(S(=O)(=O)N3CCC(C(=O)NCc4ccccc4)CC3)cc2CC1C (configuration not stated) | i | -14 | i | i | i | i | i | i | i | i | i
52 | Cn1cc(S(=O)(=O)N2CCOCC2)cc1C(=O)Nc1cccc(Cl)c1 | i | -9 | i | i | i | i | i | i | i | i | i
53 | COc1ccc(-n2c(C)cc(C(=O)CN3CCCCC3)c2C)cc1 | i | -13 | i | i | i | i | i | i | i | i | i
54 | CCCC(=O)Nc1ccc2c(c1)nc(CCN1CCCCC1)n2C | i | -8 | i | i | i | i | i | i | i | i | i
55 | CCC(=O)c1cc2c(cc1NC(=O)c1ccccc1)OCCO2 | i | -6 | i | i | i | i | i | i | i | i | i
56 | CCOC(=O)N1CCC(=C(C#N)C(=O)Nc2cc(OC)ccc2OC)CC1 | i | -5 | i | i | i | i | i | i | i | i | i
57 | COc1ccc(C(=O)Nc2nc3nccc(-c4ccccc4)n3n2)cc1 | i | -5 | i | i | i | i | i | i | i | i | i
58 | O=S(=O)(NCCc1ccccn1)c1ccc(-c2ccccn2)s1 | i | -5 | i | i | i | i | i | i | i | i | i
59 | COc1ccc(CCNC(=O)C(=O)NCC2OCCN2S(=O)(=O)c2cc(F)ccc2F)cc1OC (configuration not stated) | i | -22 | i | i | i | i | i | i | i | i | i
60 | CC(C)CCN1CCN(Cc2nc(-c3ccccc3)cs2)CC1CCO (configuration not stated) | i | -3 | i | i | i | i | i | i | i | i | i
61 | O=C(Nc1nccs1)C1CCCN1S(=O)(=O)c1ccc(Cl)cc1 (configuration not stated) | i | -3 | i | i | i | i | i | i | i | i | i
62 | Cc1cnc(C(=O)OCC(=O)NCCCc2ccccc2)cn1 | i | -14 | i | i | i | i | i | i | i | i | i
